TLR4-MyD88 BLA = blocks binding of human TLR4 to MyD88 | O00206+Q99836 | inhibition, % at 8.4 µM | HeLa CL3-4 TLR4/MyD88 BLA complementation, FRET ratio | actives 0.18% (n = 200,000); in the data active = inhibition above about 25%;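 also: 0% = vehicle and 100% = reference inhibitor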
bIAP inhibitor = intestinal alkaline phosphatase (bovine) inhibition; purified bovine IAP, CDP-star luminescence, 30 min; inhibition, % at 20 µM; 190,000 tested, under 10 active;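 active = over 50% inhibition of intestinal alkaline phosphatase at 20 µM in the single-dose screen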
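Assay system: bovine IAP enzyme; medium: DEA buffer 100 mM, pH 9.8, with MgCl2 1.0 mM, ZnCl2 0.02 mM; doses: 20 µM single dose; incubation: enzyme reaction for 30 min at room temperature; detection: CDP-star luminescence signal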
bIAP act = intestinal alkaline phosphatase (bovine) activation | activation factor at 20 µM | AID 1016 | actives 0.17% (n = 200,000) | purified bovine IAP, CDP-star luminescence, 30 min; stronger effect = higher value; fold of DMSO-control signal, blank-subtracted;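 active = activation factor of 2 or more at 20 µM, a signal rise over negative controls twice the positive control's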
L major viab = reduces viability of Leishmania major promastigotes; resazurin fluorescence viability; actives 9% (n = 200,000); inhibition, % at 10 µM; in the data active = inhibition above about 50%;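 also: promastigotes grown with compound for 44 hours at 28 °C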
PPARg SRC-3 ag = agonists of human PPARgamma SRC-3 coactivator recruitment | biochemical PPARgamma/SRC-3 coactivator recruitment assay | activation, % at 8 µM | actives 0.26% (n = 200,000) | AID 731; in the data active = activation above about 23%;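 also: 0% = DMSO and 100% = reference agonist; some compounds past the cut are filed as inactive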
Target sequence (P37231 whole entry, looked up): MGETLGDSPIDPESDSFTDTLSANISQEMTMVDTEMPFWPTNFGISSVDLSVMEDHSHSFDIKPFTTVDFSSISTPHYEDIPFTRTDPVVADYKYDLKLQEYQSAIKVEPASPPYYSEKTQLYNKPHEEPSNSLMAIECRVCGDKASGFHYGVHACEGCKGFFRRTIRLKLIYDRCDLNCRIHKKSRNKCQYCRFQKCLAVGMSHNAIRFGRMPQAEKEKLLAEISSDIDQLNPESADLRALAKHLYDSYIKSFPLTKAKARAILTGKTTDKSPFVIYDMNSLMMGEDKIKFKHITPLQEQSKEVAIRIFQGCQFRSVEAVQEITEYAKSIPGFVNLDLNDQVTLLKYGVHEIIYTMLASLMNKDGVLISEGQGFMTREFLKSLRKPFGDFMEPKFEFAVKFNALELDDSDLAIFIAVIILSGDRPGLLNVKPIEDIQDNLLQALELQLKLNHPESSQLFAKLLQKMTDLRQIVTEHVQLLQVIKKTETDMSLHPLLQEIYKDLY
SRC2 TRFRET art = counter-screen for PPARgamma SRC-2 recruitment agonists: TR-FRET artefact; stronger effect = higher value; TR-FRET ratio at 8 µM; AID 1049; actives 0.4% (n = 200,000); in the data active = TR-FRET ratio above about 2000; also: inactives centre near 1500; reference of the scale not given here
S1P3 antagonist = antagonists of human S1P3 receptor. CHO S1P3 NFAT-BLA reporter, FRET fluorescence, antagonist mode. inhibition, % at 4.98 µM. actives 0.27% (n = 170,000). AID 485;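 active = inhibition above the plate cutoff, the mean inhibition of test wells on that plate plus 3 SD, cut at about 28% in these data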;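 also: cells challenged with S1P at its EC80 of 0.8 µM; blue over green emission ratio from cleaved BLA substrate after 4 h stimulation; 0% = S1P-stimulated wells and 100% = unstimulated DMSO-only wells; some compounds past the cut are filed as inactive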
PPARg SRC2 recr = agonists of SRC-2 recruitment by human PPARgamma | P37231 | PPARgamma LBD-SRC-2 recruitment, biochemical | activation, % at 8 µM | actives 0.34% (n = 200,000) | AID 1032; in the data active = activation above about 22%;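 also: 0% = vehicle and 100% = reference agonist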
ROMK mod = modulates human ROMK potassium channel activity; actives 2% (n = 130,000); Tet-inducible ROMK, thallium flux fluorescence; actives lie on both sides; B-score at 10 µM;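 active = signal ratio slope over the read window, or its plate-corrected B-score, at least 3 SD from the plate mean, either direction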;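 also: B-score of the F/F0 ratio slope over 7 to 12 s after thallium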
Target sequence (P48048 whole entry, looked up): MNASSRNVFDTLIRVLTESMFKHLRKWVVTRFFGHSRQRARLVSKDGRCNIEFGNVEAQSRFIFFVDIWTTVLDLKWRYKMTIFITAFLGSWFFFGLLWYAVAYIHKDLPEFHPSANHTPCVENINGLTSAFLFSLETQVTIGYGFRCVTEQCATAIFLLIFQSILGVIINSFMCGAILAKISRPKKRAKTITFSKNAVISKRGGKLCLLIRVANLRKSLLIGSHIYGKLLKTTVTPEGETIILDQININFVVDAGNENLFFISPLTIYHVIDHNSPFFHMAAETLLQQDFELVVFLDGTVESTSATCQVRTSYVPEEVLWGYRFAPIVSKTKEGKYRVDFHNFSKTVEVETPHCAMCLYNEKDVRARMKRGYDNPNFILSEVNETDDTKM
PPARg SRC1 recr = promotes SRC-1 coactivator recruitment by human PPARgamma; P37231; PPARgamma-SRC-1 coactivator recruitment biochemical assay; activation, % at 8 µM; actives 0.41% (n = 200,000); in the data active = activation above about 19%;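 also: 0% = DMSO and 100% = reference agonist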
DTT redox prof = compounds producing H2O2 with reducing agent – biochemical, NIH compound library profiling, artefact control for MLSCN library redox annotation, primary screen; DTT-dependent redox cycling H2O2, phenol red/HRP absorbance; 100% = 100 µM peroxide control, 0% = buffer; activation, % at 10 µM; actives 0.03% (n = 200,000); AID 878;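 active = activation of at least 50% relative to the plate's high and low controls in the primary single-dose screen; inactive = activation below 50%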;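 also: compound incubated with DTT at 0.8 mM final as the reducing agent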
Numbers without * were called inactive; / = not tested or not shown.

SMILES	TLR4-MyD88 BLA	bIAP inhibitor	bIAP act	L major viab	PPARg SRC-3 ag	SRC2 TRFRET art	S1P3 antagonist	PPARg SRC2 recr	ROMK mod	PPARg SRC1 recr	DTT redox prof
O=C(NCCCN1CCCC1)C1CCC(=O)N1C1CCCCC1 (stereo not given)	-13	-2	1	-4	3	1554	0	8	0.013	-4	-0.1
O=c1c(-c2nc3ccccc3o2)c2oc3ccccc3n2c2ccccc12	-3	-2	1	42	-2	1316	-15	-1	/	-1	2.0
C[N+]1(CC(=O)OCCCc2ccccc2)CCCCC1	6	2	1	-5	4	1697	-4	4	/	6	-1.1
O=C(CSc1nnc(CNC(=O)c2cccs2)o1)Nc1ccccc1	-9	-17	1.2	7	-2	1383	-16	0	/	-2	-0.7
COc1ccc(-c2csc(Nc3ccc(S(=O)(=O)Nc4cc(C)on4)cc3)n2)cc1C	-3	-9	1.1	2	-3	1500	-6	10	0.22	4	-0.3
CCCS(=O)(=O)N1CCCC(C(=O)NCCCN(C)c2ccccc2)C1 (stereo not given)	-8	-2	1	2	3	1732	2	17	/	10	4.0
CCOC(=O)Cn1cnc2sc3c(c2c1=O)CCC3	-13	-1	1	-4	-8	1826	-16	12	-0.58	4	1.1
CC(Sc1nncs1)C(=O)Nc1ccc2c(c1)OCO2 (stereo not given)	-2	6	0.9	1	7	1806	-2	14	/	8	-0.4
O=C(O)COc1ccccc1/C=N/NC(=O)c1ccc(F)cc1	-2	-8	1.1	-13	-6	1750	-14	-1	-0.076	3	-1.5
O=C(c1c(F)cccc1F)N1CCN(c2ccccc2F)CC1	-7	1	1	-5	-2	1541	6	8	0.15	1	0.2
OC(COc1ccccc1)CN1CCCC1 (stereo not given)	3	-9	1.1	-5	3	1573	-14	7	-0.65	0	-0.5
[O-][N+]12CCN(CC1)c1ccccc12	3	-5	1.1	6	-3	1625	-9	8	/	4	1.0
OCCCNC(=S)Nc1ccc2nc(-c3ccccn3)c(-c3ccccn3)nc2c1	16	1	1	-3	4	1642	/	1	/	2	2.8
C/C(=N/Nc1ccc(C(=O)O)cc1)c1ccc(O)c(O)c1O	-12	15	0.9	-10	8	1582	6	-1	-0.91	14	105*
O=C(NCSc1ccnc(SCNC(=O)c2ccccc2)n1)c1ccccc1	0	4	1	-11	-6	1842	/	4	-0.9	6	0.9
Cc1ccccc1OCC(=O)NCCc1nc2ccccc2[nH]1	4	9	0.9	-2	-2	1455	3	-3	0.11	2	0.6
COc1ccc(N2C(=S)N=C(Nc3ccccc3)C23CCCCC3)cc1	1	5	1	1	-1	1402	-11	-3	/	2	-1.2
Cn1cc([N+](=O)[O-])c(C(=O)N/N=C/c2ccc3c(c2)OCO3)n1	-10	-17	1.2	10	-5	1526	-4	-4	1.1	0	-0.7
CCOc1ccc(Oc2nc(Nc3ccc(C)cc3)nc(N(C)C)n2)nn1	0	0	1	21	-6	1812	5	7	-0.41	4	0.2
Cc1ccccc1C(=O)Nc1sc2c(c1C(=O)O)CCC2	12	4	1	-8	-1	1489	0	-6	-0.11	-8	-0.4
Cc1sc2ncnc(Nc3ccc(N4CCOCC4)cc3)c2c1-c1ccccc1	2	-6	1.1	25	0	1679	8	5	-0.081	15	0.7
CS/C(=N\S(=O)(=O)c1cccs1)Nc1ccc(F)c(Cl)c1	-17	2	1	-6	0	1517	-2	-2	-0.15	1	0.3
OC[C@@H](O)[C@@H](O[C@H]1O[C@H](CO)[C@@H](O)[C@H](O)[C@H]1O)[C@H](O)[C@@H](O)CO	/	-6	1.1	/	-6	1476	1	0	/	0	/
CC(=O)n1cc([C@@H]2C=C(C(=O)Nc3ccccc3)O[C@H](OCc3ccc(CO)cc3)C2)c2ccccc21	3	-4	1	37	-1	1493	-14	4	/	5	0.1
Cc1ccc(NC(=O)CS(=O)(=O)c2c[nH]c3ccccc23)c(C)c1	-9	12	0.9	3	-9	1519	/	3	/	1	-0.6

Following part.
SMILES	TLR4-MyD88 BLA	bIAP inhibitor	bIAP act	L major viab	PPARg SRC-3 ag	SRC2 TRFRET art	S1P3 antagonist	PPARg SRC2 recr	ROMK mod	PPARg SRC1 recr	DTT redox prof
COc1ccc(OC)c(NS(=O)(=O)c2ccc(Br)s2)c1	-13	7	0.9	5	-3	1501	-8	3	0.46	14	-0.5
CC(Sc1nnc(N)s1)c1ccccc1Cl (stereo not given)	6	26	0.7	10	5	1592	9	5	/	9	-3.3
CC(/C=N/O)Cc1ccc2c(c1)OCO2 (stereo not given)	-1	/	/	-2	-9	1362	-22	-2	0.77	4	2.0
C=CCOCCN(C)C1=NS(=O)(=O)c2cc([N+](=O)[O-])ccc21	-3	3	1	100*	7	1622	0	-3	0.19	5	-1.1
Cc1ccc(SCc2cc(-c3ccc(Cl)cc3)on2)cc1	-16	19	0.8	-4	9	1723	/	4	/	6	2.6
COc1cc2c(cc1OC)C(=O)CC(C)S2 (stereo not given)	-2	9	0.9	-3	2	1581	/	4	/	-4	-7.5
Cc1ccc(S(=O)(=O)N2CCN(C(C)C(=O)Nc3ccccc3-c3ccccc3)CC2)cc1 (stereo not given)	4	35	0.6	94*	3	1301	-1	1	0.083	-9	2.0
COc1ccc(-c2nc(C#N)c(NC(C)c3ccccc3)o2)cc1OC (stereo not given)	4	2	1	36	-1	1473	4	6	/	-7	0.0
Nn1cc(-c2ccccc2)nc1SCC(=O)N1CCN(S(=O)(=O)c2ccc3ccccc3c2)CC1	20	3	1	-4	-1	1528	/	4	-0.21	0	-1.0
O=C(c1cccnc1)N1CCN(Cc2ccc3c(c2)OCO3)CC1	2	0	1	-4	5	1564	4	-7	/	-3	0.4
Cc1ccc(S(=O)(=O)NC2(C(F)(F)F)NC(=O)N(C)C2=O)cc1 (stereo not given)	-9	5	0.9	-8	5	1632	-3	8	/	4	-0.1
Cc1ccc2nc(SCC(=O)NC3CCCc4ccccc43)[nH]c2c1 (stereo not given)	-6	20	0.8	-2	1	1538	-7	10	/	6	0.3
CC1(C(=O)OCC(=O)c2c[nH]c3ccccc23)CC1(Cl)Cl (stereo not given)	-1	33	0.7	-4	-10	1625	/	3	-0.92	-2	0.2
COc1cccc(Nc2nc(CN3CCOCC3)nc3sc4c(c23)CCCC4)c1	10	18	0.8	13	4	1798	11	2	/	6	-0.2
COCC(C)n1c(C)cc(C(=O)COC(=O)c2c(C)nn(-c3ccccc3)c2C)c1C (stereo not given)	2	9	0.9	13	-11	1542	27	-8	-0.023	1	0.9
CC(C)(C)NC(=O)C(c1ccccn1)N(C(=O)c1csnn1)C1CCCCC1 (stereo not given)	-5	3	1	-5	2	1695	-13	6	0.63	6	-1.5
Cn1ccc(-c2ccccc2)c(C#N)c1=O	-31	-3	1	-4	5	1546	9	3	1	8	-1.2
CCc1nnc(NC(=O)C2CCCN2C(=O)Nc2ccccc2)s1 (stereo not given)	-5	9	0.9	-9	7	1615	-3	6	0.92	2	-0.6
C=CCNC(=O)c1sc(=S)n(-c2ccc(C(=O)OCC)cc2)c1N	7	17	0.8	-4	5	1680	/	11	/	7	-2.4
O=c1[nH]c(N2CCOCC2)nc2c1CCCC2	-14	16	0.8	-4	3	1395	-4	2	/	1	0.0
Cc1cc(S(=O)(=O)N2CCC(N3CCCCC3)CC2)ccc1-n1cnnn1	-7	-4	1	3	5	1686	-11	12	0.16	4	-0.5
CCCc1cc(=O)n2[nH]cnc2n1	13	6	0.9	-1	-15	1386	20	3	0.1	10	2.4
CCCc1nn(C)c(C(=O)Nc2cccc(CC)c2)c1Cl	-14	7	0.9	-8	1	1495	19	13	0.78	6	-0.5
Cc1onc(-c2c(Cl)cccc2Cl)c1C(N)=S	-11	-8	1.1	8	-9	1366	-12	-5	0.011	1	-0.3
Cc1ccc(C(=O)NCC(=O)Nc2cccc(C(F)(F)F)c2)cc1	4	-1	1	-6	7	1575	-6	10	/	6	0.5

5 entries from above, arranged by SMILES length, descending:
SMILES	TLR4-MyD88 BLA	bIAP inhibitor	bIAP act	L major viab	PPARg SRC-3 ag	SRC2 TRFRET art	S1P3 antagonist	PPARg SRC2 recr	ROMK mod	PPARg SRC1 recr	DTT redox prof
Nn1cc(-c2ccccc2)nc1SCC(=O)N1CCN(S(=O)(=O)c2ccc3ccccc3c2)CC1	20	3	1	-4	-1	1528	/	4	-0.21	0	-1.0
C=CCOCCN(C)C1=NS(=O)(=O)c2cc([N+](=O)[O-])ccc21	-3	3	1	100*	7	1622	0	-3	0.19	5	-1.1
COc1cccc(Nc2nc(CN3CCOCC3)nc3sc4c(c23)CCCC4)c1	10	18	0.8	13	4	1798	11	2	/	6	-0.2
Cc1ccc(SCc2cc(-c3ccc(Cl)cc3)on2)cc1	-16	19	0.8	-4	9	1723	/	4	/	6	2.6
Cn1ccc(-c2ccccc2)c(C#N)c1=O	-31	-3	1	-4	5	1546	9	3	1	8	-1.2

2 entries picked at random from the list so far:
SMILES	TLR4-MyD88 BLA	bIAP inhibitor	bIAP act	L major viab	PPARg SRC-3 ag	SRC2 TRFRET art	S1P3 antagonist	PPARg SRC2 recr	ROMK mod	PPARg SRC1 recr	DTT redox prof
Cn1cc([N+](=O)[O-])c(C(=O)N/N=C/c2ccc3c(c2)OCO3)n1	-10	-17	1.2	10	-5	1526	-4	-4	1.1	0	-0.7
Cc1ccc(S(=O)(=O)NC2(C(F)(F)F)NC(=O)N(C)C2=O)cc1 (stereo not given)	-9	5	0.9	-8	5	1632	-3	8	/	4	-0.1

Remaining list, next part
SMILES	TLR4-MyD88 BLA	bIAP inhibitor	bIAP act	L major viab	PPARg SRC-3 ag	SRC2 TRFRET art	S1P3 antagonist	PPARg SRC2 recr	ROMK mod	PPARg SRC1 recr	DTT redox prof
Cc1ccc(S(=O)(=O)NN2C(=O)c3ccccc3NC2c2cccc(O)c2)cc1 (stereo not given)	6	2	1	2	8	1718	6	3	0.014	10	-0.3
O=C(CSc1ccccn1)c1ccc2c(c1)OCO2	9	41	0.6	-5	3	1547	23	2	0.51	8	-0.2
O=C(COc1ccc(Br)cc1)N(Cc1ccccc1)c1ccccn1	9	11	0.9	41	4	1617	-5	-5	-0.99	-4	0.2
O=c1ccsn1Cc1ccccc1	7	25	0.8	101*	17	1344	-22	10	-2.2	5	2.9
O=C(CSc1nc2ccccc2[nH]1)Nc1ccc2c(c1)OCCO2	6	0	1	11	0	1541	-12	1	-1.6	0	-3.9
Cc1ccc(S(=O)(=O)CCc2nc3ccccc3[nH]2)cc1C	-9	3	1	-2	7	1687	-21	-1	1.1	5	0.1
Cc1ccc(S(=O)(=O)NCC(c2ccco2)N2CCOCC2)cc1 (stereo not given)	-7	21	0.8	-3	4	1622	0	16	0.28	8	-0.7
N#CCC(=O)N/N=C/c1ccc(OC2CSC2)cc1	23	2	1	-4	-6	1445	-14	3	0.42	-5	0.0

Entries above shown as hits in DTT redox prof.
mol | TLR4-MyD88 BLA | bIAP inhibitor | bIAP act | PPARg SRC-3 ag | S1P3 antagonist | PPARg SRC2 recr | ROMK mod | PPARg SRC1 recr | DTT redox prof
C/C(=N/Nc1ccc(C(=O)O)cc1)c1ccc(O)c(O)c1O | -12 | 15 | 0.9 | 8 | 6 | -1 | -0.91 | 14 | 105*

Compound activity from PubChem BioAssay.
